# Screens from PubChem BioAssay.
# GLP1R inv ag: inverse agonists of human GLP-1 receptor | P43220 | HEK293 GLP-1R CRE-luciferase, luminescence, 24 h; GLP-1R form is constitutively active | Potency, µM (series often up to 38.3 µM), without a hit: at the top dose activity change, negative = inhibition, usual class: inhibitors | 410,000 compounds, 1.6% hits | AID 624417; note: potency is the fitted concentration of half-maximal effect; % is set by controls: 0 for no effect and ±100 for the full control effect; nearly all actives have a fitted effect of over 55% in size
#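 HEK293 cells stably co-expressing a cAMP-responsive luciferase reporter and constitutively active GLP-1R were seeded, incubated 12 h, then exposed to compounds for 24 h at 37 C. Luminescence was read 12 min after detection reagent; inverse agonists lower signal.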
# TDP43 rescue: TDP-43 toxicity inhibition in yeast | 410,000 compounds, 1.8% hits | Potency, µM (titrated, usually from 46.1 µM), inactives show at the highest dose growth rescue (activation), most hits filed as activators | TDP-43 expressing yeast growth rescue, BacTiter-Glo, 24 h; note: potency is the fitted concentration of half-maximal effect; % of control where 0% means no effect; nearly all actives have a fitted effect of over 50% in size
#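 Galactose-induced TDP-43 yeast, OD600=0.02, compound pinned; 24 hr, 30 deg C; BacTiter-Glo luminescence for growth. Inhibitors of TDP-43 toxicity read as activators.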
# DRD3 antagonist: antagonists of human D3 dopamine receptor; P35462; D3R cells, DiscoveRx beta-arrestin luminescence, antagonist mode; stronger effect = lower value; max response, negative = inhibition, %; 360,000 compounds, 2.5% hits; in the data active = max response below about -50%; inconclusive = no clear call, values can overlap the other calls; note: % is set by controls: 0 for no effect and ±100 for the full control effect; mostly tested at two doses, the higher about 12 µM
# Target sequence (P35462 whole entry, looked up): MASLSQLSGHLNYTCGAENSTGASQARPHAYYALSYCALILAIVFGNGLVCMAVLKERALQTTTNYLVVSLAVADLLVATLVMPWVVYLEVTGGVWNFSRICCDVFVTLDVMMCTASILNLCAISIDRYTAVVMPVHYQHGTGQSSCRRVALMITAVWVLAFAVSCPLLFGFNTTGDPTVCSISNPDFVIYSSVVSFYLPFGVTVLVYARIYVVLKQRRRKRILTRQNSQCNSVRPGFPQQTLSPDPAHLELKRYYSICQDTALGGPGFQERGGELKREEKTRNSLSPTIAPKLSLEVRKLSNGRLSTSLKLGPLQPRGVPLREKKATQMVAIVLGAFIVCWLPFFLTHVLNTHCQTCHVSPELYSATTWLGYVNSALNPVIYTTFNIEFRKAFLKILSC
#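 Cells plated overnight at 1500 cells/well, then exposed to library compounds with dopamine controls for 90 minutes at 37 degrees C. DiscoveRx reagent added for 30–60 minutes at room temperature; luminescence read, quantitative HTS format.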
# Abeta yeast res: restores growth of yeast expressing A-beta42 peptide; yeast expressing A-beta42, growth rescue, OD600, 48 h; response scale: 0% DMSO, 100% iron-clioquinol control; Potency, µM (top dose mostly 46.1 µM), for inactives: at the highest dose growth rescue, most hits filed as activators; 410,000 compounds, 0.063% hits; AID 1347071; note: potency is the fitted concentration of half-maximal effect; nearly all actives have a fitted effect of over 55% in size
#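 Growth rescue measured by 600 nm absorbance after 48 h yeast culture at 30 C with compound. Values normalized between DMSO and an equimolar ferric chloride plus clioquinol control.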
# FUS suppressor: FUS proteinopathy suppression in yeast | S. cerevisiae FUS-expressing, growth rescue, OD600, 24 h | Potency, µM (highest dose often 76.6 µM), for the others: at the highest dose growth rescue (activation), actives largely listed as activators | 390,000 compounds, 0.24% hits;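 note: potency is the fitted concentration of half-maximal effect; plate controls were DMSO vehicle for no effect and reference control for full effect; nearly all actives have a fitted effect of over 55% in size; some results filed as inactive show a strong effect at the top dose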
#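 Absorbance at 600 nm, taken 24hr after compound addition, measured rescue of FUS-yeast growth at 30C. Induction used 2% galactose with seeding at OD 0.005. Controls: CP55940 from 92uM final, DMSO only.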
# pAkt inh: Akt phosphorylation inhibition; Neuro2A IGF-stimulated pAkt S473 HTRF, 20 min; stronger effect = lower value; activity change, % for hits at 50 µM; 360,000 compounds, 0.32% hits; AID 651550; in the data active = activity change below about -80%; inconclusive = mostly about -51% to -80%; note: % is set by controls: 0 for no effect and ±100 for the full control effect
#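 Neuro2A cells (4,500/well, DMEM with 0.5% FBS) were treated with compound at a single 50 µM final concentration, stimulated with 6 nM IGF for 20 min at 37 °C, and lysed. Phospho-Akt Ser473 was read by HTRF as 665/615 ratio ×10^4.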
# aSyn yeast inh: rescues yeast growth from alpha-synuclein toxicity | 370,000 compounds, 0.14% hits | AID 652106 | Potency, µM (titrated, usually from 46.1 µM), for the others: at the highest dose growth rescue (activation), usual class: activators | Yeast expressing alpha-synuclein, growth rescue, BacTiter-Glo, 24 h; note: potency is the fitted concentration of half-maximal effect; % of control where 0% means no effect; nearly all actives have a fitted effect of over 65% in size
#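 Readout is rescue of growth in alpha-synuclein-expressing yeast, so inhibitors of toxicity appear as activators. Growth after 24 hr at 30 deg C in galactose medium is quantified by luminescence.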
# PTHR1 agonist: agonists of human PTHR1 parathyroid hormone receptor; Potency, µM (titrated, usually from 115 µM), inactives show at the highest dose activation, hits mostly activators; 410,000 compounds, 0.075% hits; HEK293 GP2 PTHR1 cells, GloSensor cAMP luminescence, 1 h; Q03431; note: potency is the fitted concentration of half-maximal effect; nearly all actives have a fitted effect of over 55% in size; some results filed as inactive show a strong effect at the top dose; inactives centre near -15; many of its hits are not listed in these tables
# Target sequence (Q03431 whole entry, looked up): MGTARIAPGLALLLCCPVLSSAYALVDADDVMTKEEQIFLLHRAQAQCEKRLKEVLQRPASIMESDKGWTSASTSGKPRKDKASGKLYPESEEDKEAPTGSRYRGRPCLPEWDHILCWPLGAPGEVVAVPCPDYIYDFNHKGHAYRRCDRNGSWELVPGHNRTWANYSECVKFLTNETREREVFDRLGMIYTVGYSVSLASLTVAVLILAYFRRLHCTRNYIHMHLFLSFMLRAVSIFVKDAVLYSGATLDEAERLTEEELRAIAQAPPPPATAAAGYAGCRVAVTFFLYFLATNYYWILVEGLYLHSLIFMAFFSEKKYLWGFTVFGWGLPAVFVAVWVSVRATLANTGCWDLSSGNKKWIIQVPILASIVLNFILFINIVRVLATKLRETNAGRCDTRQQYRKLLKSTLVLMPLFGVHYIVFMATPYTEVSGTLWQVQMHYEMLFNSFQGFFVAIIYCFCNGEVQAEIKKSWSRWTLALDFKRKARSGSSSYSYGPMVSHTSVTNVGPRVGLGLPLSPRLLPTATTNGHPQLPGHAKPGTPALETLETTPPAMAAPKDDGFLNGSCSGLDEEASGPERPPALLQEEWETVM
#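 HEK-293-derived GP2 cells expressing PTHR1 and a GloSensor cAMP reporter, 3,000/well, plated overnight, given luciferin plus IBMX (each 0.5 mM as added) for 1 h at 37 °C, then compound for 1 h at 37 °C. Luminescence was read after 15 min at room temperature.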
# GLP-1R agonist: GLP-1 receptor (human) agonism; HEK293 GLP-1R CRE-luciferase, luminescence, 4-6 h; cells express a hypersensitive GLP-1R form; Potency, µM (series often up to 45.6 µM), without a hit: at the highest dose activation, actives largely listed as activators; 380,000 compounds, 0.007% hits; AID 624172; note: potency is the fitted concentration of half-maximal effect; % of control where 0% means no effect
# * = called active by the depositor; i = inactive; ? = inconclusive; · = no result given; [ ] = remark or other dose. Unless noted, calls come from the whole dose curve; as a rule, active = well fitted curve in the direction sought with a large enough effect; inconclusive = small, poorly fitted or top-dose-only effect, or another doubt; inactive = no such curve, though single readings can be large; an effect the other way counts as inactive or inconclusive.
SMILES,GLP1R inv ag,TDP43 rescue,DRD3 antagonist,Abeta yeast res,FUS suppressor,pAkt inh,aSyn yeast inh,PTHR1 agonist,GLP-1R agonist
Cc1[nH]nc2c1C(c1ccc(Cl)cc1)C(C#N)=C(N)O2 (configuration not stated),4%,-2%,-20,-7%,36%,i,-6%,-4%,-34%[inhibitor]
CN(CC(=O)Nc1ccc(Cl)cc1F)C1=NS(=O)(=O)c2ccccc21,11%,-16%,15,-7%,1%,i,6%,i,8%
CCOc1ccc(C(=O)NCCc2sc(-c3ccc(F)cc3)nc2C)cc1,-16%,6%,·,-8%,13%,·,·,-10%,·
CC(C)c1cc(C(=O)N2CCCC(CCC(=O)N3CCN(c4ccccn4)CC3)C2)no1 (configuration not stated),-6%,3%,29,-7%,0%,i,2%,-25%,12%
CCC(CO)Oc1cc(NC(=O)Cc2ccccc2)c2ncn(C(C)C)c2c1 (configuration not stated),26%,8%,17,3%,14%,i,1%,i,8%
CCCCOCCCNC(=O)N[C@H](C(=O)O)C(C)CC (some centres not stated),5%,13%,-5,-5%,-6%,i,-5%,i,5%
CCn1c(=O)cc(N2CCN(C(=O)c3ccco3)CC2)[nH]c1=O,-2%,-3%,6,7%,10%,i,-8%,-14%,-2%
O=C(NCC(c1cccs1)N1CCOCC1)c1cc2ccccc2o1 (configuration not stated),40%[activator],-7%,7,19%,4%,i,1%,-21%,0%
COc1ccc(N2CCN(c3ccnc4cc(Cl)ccc34)CC2)cc1,-11%,-7%,8,-3%,16%,i,-1%,-17%,22%
Cc1cc([N+](=O)[O-])c(N2CCC[C@@H]2C(=O)O)c([N+](=O)[O-])c1,1%,-26%,-13,0%,6%,i,4%,i,-8%
Cc1cc(OCC(=O)N2CCC[C@@H]2C(=O)O)c2c(C)c(C)c(=O)oc2c1,-7%,16%,1,-9%,-10%,i,0%,i,3%
CN(C)S(=O)(=O)c1ccc(C(=O)Nc2cc(S(=O)(=O)Nc3ccccc3Cl)ccc2N2CCCCC2)cc1,13%,19%,6,4%,?,i,2%,i,-4%
Cc1cc(/C([O-])=C(/C(=S)Nc2ccc(F)cc2)[n+]2ccccc2)c(C)n1Cc1ccccc1Cl,?,2%,-3,-15%,21%,i,1%,-8%,2%
CN1CCC(=O)N([C@H](CO)c2ccccc2)CC1,4%,21%,-30,6%,-6%,i,2%,-12%,5%
CCCCCCc1c(O)nc(SCCN2CCOCC2)[nH]c1=O,7%,-11%,-10,16%,6%,i,3%,-23%,0%
COc1ccc(NC(=O)/C=C/c2cc(Br)ccc2OC)cc1,?,-5%,-12,5%,68%,i,-9%,-8%[57.5 µM],-15%
COc1cccc(NC(=O)CN(C)C(=O)c2cc(-c3ccc(C)o3)nc3ccccc23)c1,?,14%,50,8%,37%,i,-22%,-12%,1%
CCCN1CCN(C(=O)c2cc(COc3ccc(F)c(F)c3)on2)CC1,?,-10%,-20,-13%,14%,i,-3%,-5%,10%
CC(Sc1ccccc1)C(=O)N1CCN(S(=O)(=O)c2ccccc2)CC1 (configuration not stated),16%,-3%,3,17%,13%,i,10%,i,6%
c1nc(Nc2ccc(N3CCOCC3)cc2)c2ccsc2n1,64%[activator],18%,11,8%,17%,i,-3%,i,16%
COc1ccc(Cl)cc1NC(=O)CSc1cccc[n+]1[O-],5%,-4%,0,-16%,·,i,-5%,-11%,1%
O=C(NCCCN1CCN(c2cccc(Cl)c2)CC1)c1ccc(N2CCCC2=O)cc1,?,-10%,?,1%,20%,i,-1%,-17%[57.5 µM],8%
CCCOc1ccccc1C(=O)Nc1ccc(S(=O)(=O)N2CCN(C)CC2)cc1,-22%,-7%,-7,-7%,-1%,i,1%,-21%,18%
CCC(=O)N1CCc2cc(Br)cc(S(=O)(=O)N3CCCC(C(=O)NCc4ccccc4)C3)c21 (configuration not stated),-11%,-7%,·,-1%,?,·,·,-31%[inhibitor],0%
Cc1ccc(-n2cnc3cc(C(=O)NC4CCCCCC4)ccc32)c(C)c1,?,?,·,-12%,?,·,·,-45%[inhibitor],·

# Other records:
SMILES,GLP1R inv ag,TDP43 rescue,DRD3 antagonist,Abeta yeast res,FUS suppressor,pAkt inh,aSyn yeast inh,PTHR1 agonist,GLP-1R agonist
COc1ccc(-c2nnn(CC(=O)N(Cc3ccc(F)cc3)C(C(=O)NC3CCCC3)c3ccc(F)cc3)n2)cc1 (configuration not stated),-12%,-28%,-60*,-6%,?,i,0%,21%[57.5 µM],-3%
COC(=O)c1c(NC(=O)/C=C/c2ccco2)sc2c1CCC2,22%,6%,14,1%,0%,i,2%,i,-6%
Cc1ccc2ccccc2c1NC(=O)Cn1nnc(-c2cccnc2)n1,16%,-20%,-2,-14%,34%,i,1%,20%,6%
C/C(CC1CC(C)(C)OC1=O)=N\NC(N)=S (configuration not stated),-23%,-3%,-14,2%,-5%,i,-2%,i,9%
O=C(Cc1cccs1)Nc1ccc(S(=O)(=O)N2CCCCC2)cc1,10µM*,?,64,3%,28%,i,8%,i,7%
C/C(=N\NC(=O)c1ccncc1)c1cc2ccccc2o1,8%,-13%,-12,2%,10%,i,1%,-18%,13%
Cn1c(N)c(C(=O)COC(=O)COc2cc(Cl)c(Cl)cc2Cl)c(=O)n(C)c1=O,-16%,-19%,3,-17%,-10%,i,-5%,-21%,0%
CN(C)c1ccc(C(=O)NCc2ccc3c(c2)OCO3)cc1,-11%,22%,7,0%,10%,i,4%,i,7%
CCOC(=O)c1c(CC(C)C)csc1NC(=O)COC(=O)c1cnc(C)cn1,-8%,16%,28,10%,-45%,i,4%,-18%,3%
O=c1c2ccccc2nc(SCc2nc3ccccc3s2)n1CCCO,3%,-7%,-12,26%,21%,i,7%,-41%[inhibitor],?
COc1cc(OC)cc(-n2nnnc2SCC(=O)NCc2cccs2)c1,-8%,21%,1,-8%,4%,i,7%,-2%,9%
COC(=O)c1nn(-c2ccccc2)c(Sc2ccccc2)c1/C=N/O,?,-3%,-5,19%,-26%,-107%*,-7%,-3%[57.5 µM],17%
CC(=O)c1cccc(NC(=O)c2ccc(NC(=O)CCS(=O)(=O)c3cccs3)cc2)c1,0%,-13%,0,-2%,22%,i,-3%,i,20%
Cc1ccc2c(=O)cc(C(=O)Nc3c(C(=O)c4ccccc4)oc4ccccc34)oc2c1C,-14%,12%,·,-18%,-17%,·,·,-16%,·
O=C(Oc1cccc2c(OC(=O)N3CCCC3)cccc12)N1CCCC1,?,-17%,0,-3%,?,i,-8%,-11%[57.5 µM],-1%
COC(=O)C1=C(N)Oc2cc(C)n(Cc3ccco3)c(=O)c2C1c1cccc(Cl)c1 (configuration not stated),?,-7%,-19,14%,1%,i,0%,-16%[57.5 µM],-1%
COc1ccc(OC)c(C(C)NC(=O)C23CC4CC(CC(C4)C2)C3)c1 (configuration not stated),?,13%,-4,9%,-16%,i,4%,-52%[inhibitor],8%
CCC(C)(C)C1CCC2(CC1)NC(=O)N(CC(=O)N(C)Cc1ccc3c(c1)OCCO3)C2=O (configuration not stated),?,13%,13,12%,8%,i,12%[1.84 µM],-30%,2%
CN(CCc1ccccn1)C(=O)CCC1CCCN(C(=O)c2cccc(N(C)C)c2)C1 (configuration not stated),1%,-18%,0,7%,1%,i,-4%,i,4%
O=C(COc1ccccc1C(=O)NCC1CCCO1)Nc1ccc(Cl)cc1Cl (configuration not stated),-1%[7.66 µM],?,11,0%,11%,i,3%,-14%,2%
COc1ccc(-n2cc(CN(C)C(C)c3ccncn3)c(-c3cccc(F)c3)n2)cc1 (configuration not stated),?,-14%,49,0%,5%,i,2%,-37%[inhibitor],8%
CC(C)(C)Sc1ccc([N+](=O)[O-])cc1C(=O)Nc1ccncc1,26%,-11%,6,-19%,-8%,i,0%,-2%,15%
CC(=O)Nc1ccc(C(=O)Nc2cccc(-c3cnc4ccccc4n3)c2)cc1,9%,11%,-6,-12%,22%,i,-3%,i,1%
COc1ccc(-c2csc(/C(C#N)=C\c3ccc(O)c([N+](=O)[O-])c3)n2)cc1OC,1%,-5%,-5,-3%,19%,i,15%,-20%,7%
O=C(O)c1ccc(N2C(=O)CCCC2=O)cc1,10%,-16%,-6,0%,27%,i,0%,i,0%

# Two entries from above in another layout:
smiles | GLP1R inv ag | TDP43 rescue | DRD3 antagonist | Abeta yeast res | FUS suppressor | pAkt inh | aSyn yeast inh | PTHR1 agonist | GLP-1R agonist
CCOC(=O)c1c(CC(C)C)csc1NC(=O)COC(=O)c1cnc(C)cn1 | -8% | 16% | 28 | 10% | -45% | i | 4% | -18% | 3%
O=c1c2ccccc2nc(SCc2nc3ccccc3s2)n1CCCO | 3% | -7% | -12 | 26% | 21% | i | 7% | -41%[inhibitor] | ?

# Additional results
SMILES,GLP1R inv ag,TDP43 rescue,DRD3 antagonist,Abeta yeast res,FUS suppressor,pAkt inh,aSyn yeast inh,PTHR1 agonist,GLP-1R agonist
O=C(CNC(=O)Cc1ccccc1)N=Nc1c(O)[nH]c2ccc(Br)cc12,2%,1%,-7,6%,15%,i,2%,i,4%
CCOc1ccc(-c2cc3c(=O)n(Cc4nc(-c5ccc(OC)cc5OC)oc4C)ccn3n2)cc1Cl,10%,-8%,·,-5%,-6%,·,·,21%,-1%
O=C(Cn1ccc2ccccc2c1=O)NCC1COc2ccccc2O1 (configuration not stated),1%,3%,-1,9%,1%,i,1%,-8%,-3%
CC(O)(c1ccc(F)c(F)c1)c1nc(-c2cccc3cccnc23)cs1 (configuration not stated),?,17%,6,?,10%,i,?,-2%,16%
COc1ccc2[nH]cc(S(=O)(=O)c3ccc(C(C)C)cc3)c(=O)c2c1,8%,3%,4,-6%,-23%,i,2%,-15%,-4%
C[C@@H]1CN([C@@H](C)CO)S(=O)(=O)c2ccc(-c3cccc(C#N)c3)cc2O[C@@H]1CN(C)C(=O)c1ccc(F)cc1,-7%,20%,-11,12%,?,i,-3%,-25%,4%

# An excerpt; rates above refer to the full screens.
